DDE Tn7 FP inh: inhibitors of Tn7 peptide binding to human fibrin DD(E); P02675; FP displacement of FITC-Tn7 peptide from fibrin DD(E); 0% = median of compound wells per plate; inhibition, % at 8.3 µM; 370,000 tested, 0.13% active; AID 720508;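 active = inhibition above the mean of compounds falling within the control limits plus 3 SD of them, cut at about 14% in these data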;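 also: 0% = plate median of compound wells and 100% = 10 µM Aha-Tn7 peptide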
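system = human fibrin DD(E) protein | quantity = DD(E) 2 µM final | medium = Tris/NaCl/CaCl2 buffer, pH 7.8 | also added = labelled Tn7 tracer, 0.1 µM | compound dosing = single point at 8.3 µM | timing = compound with protein 10 min, then 3 h after probe, room temperature | signal = FP measurement | benchmarks = Aha-Tn7 high control | repeats = one replicate per compound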
DDE Tn6 FP inh: disrupts Tn6 cyclic peptide binding to fibrin D-Dimer-E complex | Fibrin DD(E) TRITC-Tn6 fluorescence polarization displacement | inhibition, % at 8.3 µM | 370,000 tested, 0.21% active;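 active = inhibition above a per-campaign cutoff: mean of compounds within control limits plus 3 SD, cut at about 15% in these data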;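 also: 0% = median of all compound wells on the plate and 100% = blocking peptide control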
MBD2 inh: inhibitors of human MBD2 binding to methylated oligonucleotide | TR-FRET | inhibition, % at 4.4 µM | 370,000 tested, 0.31% active | Q9UBB5; in the data active = inhibition above about 13%
PLCg1 inh: inhibitors of human phospholipase C gamma1; P19174; purified PLC-gamma1, fluorogenic substrate, fluorescence; inhibition, % at 12.2 µM; 370,000 tested, 0.84% active; AID 720700; in the data active = inhibition above about 9.5%
PLC-beta3 inh: PLC-beta3 (human) inhibition, primary screen. AID 720704. Purified PLC-beta3, fluorogenic substrate, fluorescence. inhibition, % at 12.2 µM. 370,000 tested, 0.18% active; in the data active = inhibition above about 11%;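 also: 0% = median of compound wells on plate and 100% = full blocker control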
ADAM17 inh: ADAM17 inhibition, QFRET primary screen. recombinant ADAM17, EDANS/DABCYL FRET peptide cleavage. inhibition, % at 6.95 µM. 370,000 tested, 0.83% active. AID 720648;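 active = inhibition above the mean of compounds lying between control limits plus 3 SD, set per campaign, cut at about 8.5% in these data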;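 also: 0% = DMSO-only wells as the low control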
Target sequence (P78536 215-824 limits assumed): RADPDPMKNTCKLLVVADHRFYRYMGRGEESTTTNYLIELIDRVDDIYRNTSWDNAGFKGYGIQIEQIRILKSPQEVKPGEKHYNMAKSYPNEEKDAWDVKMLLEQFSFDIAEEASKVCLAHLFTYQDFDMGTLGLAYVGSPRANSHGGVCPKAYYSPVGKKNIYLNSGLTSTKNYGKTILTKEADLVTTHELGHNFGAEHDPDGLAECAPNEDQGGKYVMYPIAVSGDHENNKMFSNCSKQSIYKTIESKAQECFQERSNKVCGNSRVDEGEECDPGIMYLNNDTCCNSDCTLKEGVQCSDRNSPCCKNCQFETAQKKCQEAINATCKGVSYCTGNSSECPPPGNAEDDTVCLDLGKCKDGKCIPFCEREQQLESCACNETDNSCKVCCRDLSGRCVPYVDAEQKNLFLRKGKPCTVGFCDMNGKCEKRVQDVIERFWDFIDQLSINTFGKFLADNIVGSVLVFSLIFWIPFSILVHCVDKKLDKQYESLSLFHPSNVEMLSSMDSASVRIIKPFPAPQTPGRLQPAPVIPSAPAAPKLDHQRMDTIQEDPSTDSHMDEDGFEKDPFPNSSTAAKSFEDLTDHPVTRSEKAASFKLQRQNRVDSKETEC
ARFGAP1 inhibitor: inhibits rat ARF GTPase activating protein 1; Q62848; Arfgap1-stimulated ARF1 GTP hydrolysis, GDP FP detection; inhibition, % at 16.5 µM; 360,000 tested, 0.26% active;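 active = inhibition above a per-plate limit, mean inhibition of low control wells plus 3 SD, cut at about 25% in these data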;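 also: 0% = DMSO wells with enzyme and 100% = wells lacking Arfgap1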
Target sequence (Q62848 1-136 limits assumed): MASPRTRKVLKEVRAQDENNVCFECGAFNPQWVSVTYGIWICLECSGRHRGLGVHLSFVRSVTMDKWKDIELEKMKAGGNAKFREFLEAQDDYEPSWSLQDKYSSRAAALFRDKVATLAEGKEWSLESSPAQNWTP
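Material – truncated rat Arfgap1 GAP domain · Buffer or medium – HEPES-based buffer, pH 7.5 · Reagent – human ARF1(Δ1-17)-GTP substrate · Dosing – 16.5 µM single point, 1.26% DMSO · Schedule – GTP hydrolysis reaction 2 h at 25 °C · Technique – GDP detection by fluorescence polarization · Benchmarks – No-Arfgap1 wells (100%) versus DMSO full-reaction wells (0%) · Repeats – single replicate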
ASAP1 GAP inh: blocks human ASAP1-stimulated Arf1 GTP hydrolysis; Q9ULH1; GDP FP detection; inhibition, % at 16.5 µM; 360,000 tested, 0.19% active; AID 624377; in the data active = inhibition above about 25%;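 also: 0% = vehicle with enzyme and substrate and 100% = no enzyme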
UHRF1 MBD2 ctr: UHRF1 methyl-DNA binding inhibition; Q96T88; 370,000 tested, 0.75% active; inhibition, % at 4.4 µM; UHRF1 binding to methylated oligo, TR-FRET; in the data active = inhibition above about 21%;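 also: UHRF1 SRA domain binding a hemimethylated CpG hairpin DNA probe; 0% = median of test compound wells and 100% = reference inhibitor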
proKLK7 act: activates the human kallikrein-7 zymogen. purified proKLK7, EDANS-DABCYL substrate fluorescence; 100% is mature enzyme control, 0% vehicle. activation, % at 7 µM. 370,000 tested, 0.9% active. AID 652039;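 active = activation above the mean of all tested compounds plus 3 SD, computed per campaign excluding outliers beyond control limits, cut at about 13% in these data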
Target sequence (P49862 whole entry, looked up): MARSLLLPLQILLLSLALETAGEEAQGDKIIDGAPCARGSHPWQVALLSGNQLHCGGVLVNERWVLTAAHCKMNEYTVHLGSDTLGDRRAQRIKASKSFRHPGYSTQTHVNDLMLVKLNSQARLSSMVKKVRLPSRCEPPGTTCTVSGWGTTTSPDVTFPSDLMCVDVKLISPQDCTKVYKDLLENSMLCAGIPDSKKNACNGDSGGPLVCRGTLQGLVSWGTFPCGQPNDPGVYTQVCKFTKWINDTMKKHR
The depositor's hits bear a star; . = not tested or not shown.

SMILES | DDE Tn7 FP inh | DDE Tn6 FP inh | MBD2 inh | PLCg1 inh | PLC-beta3 inh | ADAM17 inh | ARFGAP1 inhibitor | ASAP1 GAP inh | UHRF1 MBD2 ctr | proKLK7 act
CC1=C(C(=O)OCC2CCCO2)C(c2coc3ccc(Cl)cc3c2=O)C2=C(CCCC2=O)N1 (configuration not stated) | 2 | -2 | -1 | -29 | -48 | -8 | 6 | 2 | 0 | -1.9
Cc1cc(NC(=O)c2ccccc2C)n(-c2cccc(F)c2)n1 | -8 | -2 | -2 | 5 | -2 | 1 | 9 | 12 | 3 | -0.3
Cc1ccc(CN2CCN(Cc3nc4ccccc4nc3C)CC2CCO)cc1 (configuration not stated) | -10 | 1 | 3 | 1 | -7 | -2 | 12 | -2 | -1 | 0.1
COc1ccc(-c2csc(N(CCCN(C)C)C(=O)c3ccccc3C)n2)cc1 | -7 | 0 | 4 | 4 | -4 | -1 | 4 | 6 | 0 | 0.2
COc1ccccc1NC(=O)CN1CCN(S(=O)(=O)c2ccc(Br)cc2)CC1 | -1 | 1 | 2 | 2 | 2 | -1 | -10 | -10 | 1 | 0.8
Cc1cc(NC(=O)CCC(=O)N(Cc2ccco2)C2(C(=O)NC3CCCC3)CCCCC2)no1 | 4 | -3 | -1 | 3 | -4 | -2 | 13 | -4 | -1 | -0.6
CC(=O)Oc1cccc(N2C(=O)c3ccc(C(=O)O)cc3C2=O)c1 | -5 | 3 | -7 | -18 | 1 | 5 | 6 | -19 | 0 | -0.2
Cn1c(Cc2cccs2)nnc1SC/C=C/c1ccccc1 | -4 | -2 | 1 | 2 | 3 | 0 | 5 | 5 | -1 | 0.6
CN(CCCOC(=O)CC1C=CCC1)C1CN(Cc2cn(Cc3ccccc3Cl)nn2)S(=O)(=O)C1 (configuration not stated) | 6 | -9 | 9 | 4 | -4 | -5 | . | . | 7 | -0.7
COc1cc(-c2noc(C)c2C(=O)NCCCN2CCOCC2)cc(OC)c1OC | 2 | 5 | 1 | 0 | 2 | -2 | 1 | 0 | 4 | -0.3
CC(=O)N/C(=C/c1ccc2c(c1)OCO2)C(=O)NC(Cc1ccccc1)C(=O)O (configuration not stated) | 2 | 2 | -4 | 3 | -2 | 2 | 0 | 9 | 4 | 0.4
CN1CCN(NC(=O)CSc2ccc(Cl)cc2Cl)CC1 | 2 | 6 | -2 | 1 | 5 | -2 | 13 | 10 | 1 | -0.1
CNc1oc(C)nc1S(=O)(=O)c1ccc(C)cc1 | -12 | -4 | 2 | 0 | 1 | -1 | -2 | -8 | 0 | -0.2
CCc1ccc(NC(=O)Cn2cccc2)cc1 | -5 | -4 | 1 | 3 | 3 | -3 | 6 | 9 | -4 | 0.4
O=C(COc1ccccc1)NNc1nc2c(F)cccc2s1 | 1 | 5 | -1 | 1 | -4 | 1 | 8 | 2 | 0 | -0.1
CCS(=O)(=O)c1ccc2c(c1)N(S(C)(=O)=O)CC(C(=O)NCc1ccccc1OC)O2 (configuration not stated) | -1 | -2 | -2 | 3 | 0 | -2 | 2 | -4 | 4 | -0.1
CCCCNC(=O)c1onc(CSc2ccc(Cl)cc2)c1C(=O)O | 7 | 0 | -3 | -2 | 2 | -1 | -4 | -2 | -1 | 0.2
CCCOc1ccc(/C(O)=C2\C(=O)C(=O)N(c3ccccn3)C2c2ccccc2F)cc1C (configuration not stated) | -7 | 3 | 2 | -29 | -37 | 0 | -11 | 11 | -3 | 2.8
CCCCCCN1C[C@@H](n2cc(COC(=O)c3ccccc3)nn2)[C@H](O)C[C@@H]1c1ccccc1 | 1 | -6 | 6 | 9 | 6 | -2 | 11 | -3 | 3 | -0.8
Nc1ccc(-c2sc(N)nc2-c2ccccc2)cc1 | 0 | -8 | -1 | -205 | -281 | -7 | 2 | 0 | -2 | 0.9
O=C1N/C(=C\c2ccc(O)cc2)C(O)=C1C=NCc1ccccc1 | 4 | 3 | -8 | -22 | -23 | 2 | 2 | 6 | -5 | 1.4
C=CCCC(=O)N1CCC(C(=O)NC2CCCc3ccccc32)CC1 (configuration not stated) | 1 | -2 | -3 | -3 | 4 | 2 | . | . | 2 | 0.1
CC(=O)N1CCN(C(=S)NCCc2ccccc2)CC1 | -5 | 0 | 1 | 3 | 3 | 1 | 5 | -6 | -2 | -0.3
CCOc1cccc2cc(C(=O)N3CCc4ccccc43)c(=O)oc12 | 4 | -3 | 1 | 5 | -3 | -6 | 18 | -6 | 2 | 0.7
CCN(C(=O)COC(=O)/C=C/c1ccccc1[N+](=O)[O-])C1CCS(=O)(=O)C1 (configuration not stated) | 3 | -1 | 3 | -1 | 1 | -3 | 2 | 7 | 2 | -0.3
CCOC(=O)N1CCN(C(=S)NCCOC)CC1 | 3 | -3 | -6 | -2 | 0 | -3 | 4 | -5 | 1 | 0.2
O=C(CS(=O)CC(=O)NC12CC3CC(CC(C3)C1)C2)Nc1ccc(F)cc1 (configuration not stated) | -2 | 3 | 1 | 2 | 0 | 0 | 3 | 2 | 0 | 0.3
COc1ccc(N2CCN(C(=O)CN3C(=O)NC4(CCCCCC4)C3=O)CC2)cc1 | -7 | 2 | 0 | -3 | -6 | -2 | 3 | 4 | -2 | 0.2
O=C1[C@H]2[C@H](ON3CCCC[C@H]23)C(=O)N1c1cccc(C(F)(F)F)c1 | -2 | -1 | -4 | -1 | 0 | 0 | 2 | 4 | -1 | -0.2
O=C(Nc1ccccc1C(=O)N1CCOCC1)c1ccc(Cl)cc1 | 3 | 4 | -4 | 2 | 1 | -6 | -5 | 3 | 0 | 0.1
Cc1ccc(F)c(S(=O)(=O)NC(=O)C2(C)CCN2C(=O)C2(c3ccc(Cl)cc3)CCC2)c1 (configuration not stated) | -1 | -6 | 1 | -1 | -2 | -4 | 0 | 3 | 2 | -1.1
O=C(CSc1nnc(Nc2ccccc2)s1)NC1CCS(=O)(=O)C1 (configuration not stated) | 0 | 1 | 1 | 1 | 3 | 1 | -3 | -5 | 1 | -0.1
COC(=O)C1=C(C)N(Cc2cccc(C(F)(F)F)c2)C(=NCc2cc(OC)c(OC)c(OC)c2)NC1c1cccc(C(F)(F)F)c1 (configuration not stated) | 0 | 0 | -3 | -2 | -4 | 1 | -1 | -2 | -3 | 0.0
CCc1ccc(-c2cc(C(F)(F)F)n3nc(C(=O)Nc4cnn(Cc5ccccc5C)c4)cc3n2)s1 | 1 | 3 | -6 | -30 | -50 | -6 | -1 | -14 | 2 | -2.0
CSc1ccc(-c2nnn(Cc3ccccn3)n2)cc1 | -6 | -5 | 3 | -1 | 2 | -4 | 8 | -1 | 1 | 0.1
NS(=O)(=O)c1ccc(CCNC(=O)c2cccc(S(=O)(=O)N3CCc4ccccc43)c2)cc1 | -2 | -6 | -2 | 0 | 2 | 0 | 8 | -3 | 0 | -1.2
Cn1nnnc1SCC(=O)Nc1ccc2c(c1)OCCO2 | -9 | 7 | 0 | 6 | 2 | 4 | 11 | 14 | 3 | -0.3
COc1ccc(/C=N/NC(=O)c2ccc3c(c2)NC(=O)C(C)(C)O3)cc1OC | 4 | -1 | 0 | -12 | -17 | -4 | 12 | 6 | -2 | 0.5
Cc1noc(NS(=O)(=O)c2ccc(NS(=O)(=O)c3ccc(Cl)cc3)cc2)c1C | -1 | 1 | 2 | -2 | -6 | 0 | 13 | -14 | 2 | 0.0
O=C(COC(=O)c1cc(-c2cccs2)nn1-c1ccccc1)Nc1cc([N+](=O)[O-])ccc1Cl | 2 | 4 | 3 | 1 | 0 | -3 | 8 | 8 | 0 | 0.0
CCCC1(CCC)NC(=O)N(CC(=O)Nc2cccc(OC)c2)C1=O | 3 | 4 | -2 | 3 | 2 | -1 | -2 | 4 | -1 | -0.3
CC(=O)c1ccc(N2CCN(C(=O)C3CCN(S(=O)(=O)c4ccc(F)cc4)CC3)CC2)cc1 | -6 | 1 | -1 | -7 | -14 | -3 | -4 | 6 | 0 | 0.9
COc1cccc(-c2nc(SC)nc3sc(C(=O)NC(C)(C)C)c(N)c23)c1 | -3 | -4 | -2 | -54 | -61 | 1 | -2 | 12 | 4 | -0.2
O=C(CN(c1ccc(Cl)cc1)S(=O)(=O)c1ccccc1)N1CCN(c2ccccc2)CC1 | -5 | 8 | -3 | 2 | 1 | 1 | 13 | 13 | 3 | -1.1
CCn1nnnc1-c1ccc(OC)c(S(=O)(=O)NCc2ccccc2)c1 | -7 | -4 | 7 | 2 | -3 | -7 | 6 | 0 | 1 | -0.3
c1ccn2c(CNc3ncnc4sccc34)nnc2c1 | 5 | 5 | 4 | -5 | 1 | -1 | -8 | 3 | 1 | 0.3
CC(O)(c1cccnc1)c1nc(-c2cc(F)cc(F)c2)cs1 (configuration not stated) | 3 | -6 | 0 | -2 | 2 | -2 | -3 | 8 | 1 | -0.5
CCOC(=O)c1c(C)n(C)c2c(C)cc(O)c(OC(C)=O)c12 | 3 | -8 | 0 | 2 | 2 | -2 | 14 | -11 | 3 | -0.1
CC12CCC(C(=O)N(c3cccc(Cl)c3)C1=O)C2(C)C (configuration not stated) | 2 | 5 | -1 | -2 | 2 | -2 | 0 | -3 | 2 | -0.1
Cc1ccccc1CSc1nnc(-c2ccncc2)o1 | 3 | 3 | 7 | -2 | -4 | -6 | 13 | 14 | 3 | -0.4
O=C(NCCN1CCCCC1)c1cccc2c1C(=O)c1ccc(N3CCCC3)cc1S2(=O)=O | -6 | 7 | -13 | -70 | -91 | 3 | -3 | 6 | -16 | 1.6
Cc1ccc(C)c(N(CC(=O)NC2CCCC2)C(=O)CCCC(=O)Nc2ccccn2)c1 | 6 | 2 | 3 | 2 | 7 | 0 | 1 | 1 | -3 | 0.2
CS(=O)(=O)N(CC(=O)NCc1ccncc1)c1ccc(F)c(Cl)c1 | 6 | 1 | -5 | 2 | 1 | -1 | 11 | 6 | 1 | 0.5
N/C(=N\OC(=O)c1cccc2ccccc12)c1ccccn1 | 2 | -6 | -6 | -10 | -16 | -50 | 2 | -14 | -5 | -0.1
Cc1nc(-c2ccc(NC(=O)c3ccc(Br)o3)cc2)cs1 | -6 | -5 | 4 | -1 | -16 | 1 | 0 | 13 | -1 | 0.8
COc1ccc(CCNC(=O)C2CC(=O)N(c3ccc(Br)cc3)C2)cc1OC (configuration not stated) | 3 | 5 | 0 | 0 | -1 | -2 | -1 | 13 | 5 | 0.2

Reformatted as tab-separated lines: part of the list above
Molecule	DDE Tn7 FP inh	DDE Tn6 FP inh	MBD2 inh	PLCg1 inh	PLC-beta3 inh	ADAM17 inh	ARFGAP1 inhibitor	ASAP1 GAP inh	UHRF1 MBD2 ctr	proKLK7 act
COc1cccc(-c2nc(SC)nc3sc(C(=O)NC(C)(C)C)c(N)c23)c1	-3	-4	-2	-54	-61	1	-2	12	4	-0.2
O=C(CN(c1ccc(Cl)cc1)S(=O)(=O)c1ccccc1)N1CCN(c2ccccc2)CC1	-5	8	-3	2	1	1	13	13	3	-1.1
